Screening data (PubChem BioAssay)
Pf Dd2 inh = P. falciparum Dd2 growth inhibitors, primary screen, SYBR Green fluorescence, single dose replicates | AID 1159554, 2015 | 94,000 tested, 2.3% active | activity change, % at 10 µM | 72 h; stronger effect = lower value; in the data active = activity change below about -80%; inconclusive = no clear call, values can overlap the other calls
GASC1 inh = inhibitors of GASC-1 (KDM4C) histone demethylase, primary screen, biochemical, single concentration HTS; GST-KDM4C 2-372, H3K9me3 peptide, LANCE TR-FRET; inhibition, % at 12.5 µM; 96,000 tested, 0.15% active; Lysine-specific demethylase 4C (Homo sapiens), Q9H3R0;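 active = mean replicate inhibition above about 25%, with at least 55% of replicates also reaching it, limit read from the data, passing the limit was not always enough; inconclusive = only one of those two conditions met; inactive = neither condition met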
Target sequence (Q9H3R0 2-372 limits assumed): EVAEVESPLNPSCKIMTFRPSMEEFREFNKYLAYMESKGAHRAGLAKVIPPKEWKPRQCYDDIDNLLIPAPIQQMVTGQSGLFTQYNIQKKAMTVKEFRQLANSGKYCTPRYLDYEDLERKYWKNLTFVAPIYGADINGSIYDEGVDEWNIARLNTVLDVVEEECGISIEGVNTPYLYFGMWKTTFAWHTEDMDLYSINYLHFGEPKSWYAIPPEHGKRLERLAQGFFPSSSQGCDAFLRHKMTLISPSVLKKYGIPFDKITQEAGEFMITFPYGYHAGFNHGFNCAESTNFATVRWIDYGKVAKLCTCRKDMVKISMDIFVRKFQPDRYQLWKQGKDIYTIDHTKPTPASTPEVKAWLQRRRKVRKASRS
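System: N-terminal GST-fused human GASC-1 (KDM4C) fragment, residues 2-372; amount: enzyme final amount 10 nM; incubation: reaction 30 min RT, detection step 1 h RT; medium: HEPES buffer, pH 7.5, plus ascorbate; technique: LANCE TR-FRET, Eu antibody, ULight-streptavidin, EDTA, ex 340 nm, em 618/671 nm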
C diff growth = C. difficile growth inhibitors, primary screen, HTS | Clostridium difficile clinical isolate growth, OD600, 24 h; stronger effect = lower value | growth activity, negative = inhibition, % at 16 µg/mL (by protocol) | 86,000 tested, 0.25% active | AID 1259249, 2017;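 active = mean growth activity at or below -80% and every replicate also at or below -80%; inconclusive = mean at or below -80% but some replicate above -80%; inactive = mean growth activity above -80%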;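 note: 0% = DMSO wells and -100% = levofloxacin 16 µg/mL wells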
T cruzi growth = T. cruzi intracellular proliferation inhibitors, primary screen, cell-based, beta-gal Tulahuen parasites, NIH3T3 host, luminescence; T. cruzi beta-gal in NIH3T3, GalScreen luminescence, 90 h; inhibition, % at 8.34 µM; 77,000 tested, 5.9% active; AID 624255, 2012;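 active = mean inhibition above about 93%, with at least 55% of replicates each passing it, limit read from the data, passing the limit was not always enough; inconclusive = only one of those two conditions holds; inactive = neither condition holds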
* hit, by the source's call; u = inconclusive; x = no result given; & = joins results of further samples.

SMILES	Pf Dd2 inh	GASC1 inh	C diff growth	T cruzi growth
C[C@@H]1CN([C@H](C)CO)C(=O)c2cc(NS(=O)(=O)c3cn(C)cn3)ccc2O[C@@H](C)CCCCO[C@H]1CN(C)Cc1ccc(C(=O)O)cc1	28	21	6	38
CN1C(=O)c2cc(NC(=O)c3ccccc3)ccc2OC[C@H]2O[C@H](CC(=O)NCC3CC3)CC[C@H]21	-10	3.8	10	2
COCC(=O)Nc1ccc2c(c1)OC[C@H](C)N(C(=O)Cc1cccnc1)C[C@H](C)[C@H](OC)CN(C)C2=O	1	0.3	x	34
Cc1noc(C)c1NC(=O)N(C)C[C@H]1Oc2ccc(NC(=O)NC3CCCCC3)cc2CC(=O)N([C@H](C)CO)C[C@H]1C	-2	-0.8	-1	44
C[C@H]1CN([C@@H](C)CO)C(=O)c2cc(NC(=O)c3ccncc3)ccc2O[C@H]1CN(C)Cc1ccncc1	47	1.9	-4	51
COCC#Cc1ccc2c(c1)O[C@H](CN(C)Cc1ccc3c(c1)OCO3)[C@H](C)CN([C@H](C)CO)S2(=O)=O	-39	-0.6	2	x
Cc1ccccc1-c1ccc([C@@H]2[C@@H](CO)N3C(=O)CN(C(=O)Cc4ccccn4)C[C@H]23)cc1	-23	0.2	37	x
O=C(C[C@@H]1C[C@@H]2c3cc(NC(=O)CC4CC4)ccc3O[C@@H]2[C@@H](CO)O1)NCc1ccccc1F	3	-0.5	3	-31
C[C@@H]1CN([C@@H](C)CO)C(=O)c2cc(NC(=O)CCC(F)(F)F)ccc2O[C@@H]1CN(C)C(=O)Nc1ccccc1	17	-1.2	2	39
COc1ccccc1C#Cc1ccc2c(c1)O[C@@H](CN(C)Cc1cncnc1)[C@H](C)CN([C@H](C)CO)S2(=O)=O	-49	-4.2	2	100
CN(C)CC(=O)N[C@H]1C=C[C@@H](CC(=O)NCc2ccc(Cl)cc2)O[C@H]1CO	6	-1.8	9	22
NCC[C@H]1CC[C@@H](NS(=O)(=O)c2ccc(Cl)cc2)[C@@H](CO)O1	0	2.6	x	-3
CC(=O)N1[C@H](C(=O)N(C)C)[C@@H](CO)[C@@H]2Cn3c(ccc(-c4ccccc4)c3=O)[C@@H]21	4	-2.2	-4	17
COCC(=O)Nc1ccc2c(c1)[C@@H]1C[C@H](CC(=O)NCCN3CCCCC3)O[C@H](CO)[C@@H]1O2	10	-2.3	-1	13
C[C@@H]1CCCCO[C@H](CN(C)C(=O)NC2CCCCC2)[C@H](C)CN([C@@H](C)CO)C(=O)c2cc(NC(=O)c3ccccc3)ccc2O1	-56	-1.0	-2	65
C[C@@H]1CN([C@@H](C)CO)C(=O)Cc2cc(NC(=O)c3ccncc3)ccc2O[C@@H]1CN(C)S(=O)(=O)c1cccs1	16	-4.0	3	12
COc1ccc(NC(=O)N(C)C[C@H]2Oc3c(NS(=O)(=O)c4ccc(Cl)cc4)cccc3C(=O)N([C@H](C)CO)C[C@@H]2C)cc1	4	0.2	1	3
C[C@@H]1CN([C@H](C)CO)C(=O)c2cc(/C=C/c3ccccc3)cnc2O[C@H]1CN(C)S(C)(=O)=O	-6	14	-3	8
Cc1ccc(S(=O)(=O)Nc2cccc3c2O[C@@H](CN(C)S(=O)(=O)c2ccc(F)cc2)[C@H](C)CN([C@H](C)CO)C3=O)cc1	26	0.5	1	12
C[C@H](CO)N1C[C@H](C)[C@@H](CN(C)S(C)(=O)=O)Oc2ccc(NC(=O)C3CC3)cc2C1=O	4	1.4	-2	39
C[C@H]1CN([C@@H](C)CO)C(=O)c2cc(NC(=O)Nc3ccccc3)ccc2O[C@@H]1CN(C)S(=O)(=O)c1cn(C)cn1	2	1.9	0	3
COc1ccc(NC(=O)Nc2ccc3c(c2)CC(=O)N([C@H](C)CO)C[C@@H](C)[C@H](CN(C)C(=O)Nc2cccc4ccccc24)O3)cc1	-36	1.3	-2	17
O=C(c1cccnc1)N1CCCCN2[C@H](CO)[C@@H](c3ccc(C#Cc4cccnc4)cc3)[C@@H]2C1	29	1.8	-4	76
C[C@@H]1CN([C@@H](C)CO)C(=O)c2cccc(NC(=O)C3CCCCC3)c2O[C@@H]1CN(C)Cc1ccncc1	-31	-1.2	3	60
COc1ccc(NC(=O)Nc2cccc3c2O[C@H](CN(C)Cc2ccncc2)[C@H](C)CN([C@@H](C)CO)C3=O)cc1	-10	0.1	0	x
The listing continues:
SMILES	Pf Dd2 inh	GASC1 inh	C diff growth	T cruzi growth
C[C@@H]1CN([C@@H](C)CO)C(=O)Cc2cc(NC(=O)Cn3cnnn3)ccc2O[C@@H]1CN(C)Cc1ccc(C(F)(F)F)cc1	-3	11	-2	51
CO[C@H]1CN(C)C(=O)c2ccc(NC(C)=O)cc2OC[C@@H](C)N(Cc2cncnc2)C[C@@H]1C	5	-0.9	x	-16
CCCN(C)C[C@@H]1Oc2cc(C#CCN(C)C)ccc2S(=O)(=O)N([C@@H](C)CO)C[C@@H]1C	u	3.6	8	12
CNC[C@H]1Oc2ccc(NC(=O)C3CCCCC3)cc2CC(=O)N([C@@H](C)CO)C[C@@H]1C	19	1.1	3	44
CNC[C@H]1Oc2ccc(NS(C)(=O)=O)cc2CC(=O)N([C@H](C)CO)C[C@@H]1C	13	-0.3	-1	-14
CCC(=O)Nc1ccc2c(c1)C(=O)N(C)[C@@H]1CC[C@@H](CC(=O)NCc3ccccc3Cl)O[C@@H]1CO2	2	-0.7	-7	-8
C/C=C/c1cnc2c(c1)C(=O)N([C@@H](C)CO)C[C@H](C)[C@@H](CN(C)Cc1ccc(F)cc1)O2	-21	7.2	3	37
CCC(=O)Nc1ccc2c(c1)C(=O)N(C)C[C@H](OC)[C@@H](C)CN(C(=O)C1CCC1)[C@H](C)CO2	44	1.5	-2	-26
C[C@@H]1CN([C@@H](C)CO)C(=O)c2ccccc2-c2ccccc2CO[C@@H]1CN(C)Cc1cccc(O)c1	-11	0.0	-3	-38
CN(C)CC(=O)N1[C@@H](C#N)[C@H](c2ccccc2-c2ccc(C(=O)N(C)C)cc2)[C@@H]1CO	11	1.0	-3	x
COc1ccc(NC(=O)N(C)C[C@H]2Oc3ccc(NC(=O)Cc4ccccc4)cc3C(=O)N([C@@H](C)CO)C[C@H]2C)cc1	0	14	1	21
C[C@@H]1CN([C@H](C)CO)C(=O)c2cccc(NC(=O)Nc3ccc4c(c3)OCO4)c2O[C@H]1CN(C)Cc1ccncc1	8	3.4	3	38
COc1ccccc1-c1ccc([C@@H]2[C@H](CO)N3CCCCN(S(=O)(=O)c4cn(C)cn4)C[C@@H]23)cc1	19	0.2	-9	48
O=C(NCC[C@H]1CC[C@H](NC(=O)C2CCCCC2)[C@H](CO)O1)Nc1ccc(Cl)cc1	22	0.4	x	-5
C[C@@H]1CN([C@H](C)CO)C(=O)c2cccc(NC(=O)NC3CCCCC3)c2O[C@H]1CN(C)Cc1ccc(C(F)(F)F)cc1	-10	6.9	2	u
C[C@H](CO)N1C[C@H](C)[C@H](CN(C)S(=O)(=O)c2ccc(Cl)cc2)Oc2c(NC(=O)CCCCCC(=O)Nc3ccccc3N)cccc2C1=O	-81*	-1.7	-3	106*
C[C@@H]1CCCCO[C@@H](CN(C)S(=O)(=O)c2ccc(Cl)cc2)[C@H](C)CN([C@H](C)CO)C(=O)c2cc(NC(=O)Cc3ccccc3)ccc2O1	-78	-1.7	2	116*
C[C@@H]1CN([C@@H](C)CO)C(=O)c2cc(N(C)C)ccc2O[C@@H]1CN(C)C(=O)Nc1ccc2c(c1)OCO2	-1	8.6	-2	23
COc1ccc2c3c([nH]c2c1)[C@@H](CO)N(C(=O)NC(C)C)CC31CN(Cc2ccc(F)cc2)C1	8	x	15	x
COc1cccc(NC(=O)N(C)C[C@H]2Oc3ncc(/C=C/c4ccccc4)cc3C(=O)N([C@H](C)CO)C[C@H]2C)c1	-1	-3.5	6	x
C[C@H](CO)N1C[C@H](C)[C@@H](CN(C)CC2CCCCC2)OCCCC[C@H](C)Oc2ccc(NC(=O)Nc3ccc(C(F)(F)F)cc3)cc2C1=O	-41	-2.4	-74	84
O=C(NCCc1ccncc1)[C@@H]1[C@@H](CO)[C@@H]2Cn3c(ccc(-c4ccccc4)c3=O)[C@@H]2N1C(=O)C1CC1	x	-2.5	5	-53
O=C(Nc1cccc(Cl)c1)N1C[C@H]2[C@@H](c3ccccc31)[C@H](CO)N2Cc1ccncc1	-24	0.6	2	55
O=C(C[C@@H]1CC[C@@H](NC(=O)C2CCOCC2)[C@H](CO)O1)Nc1ccccc1	23	-0.8	0	x
O=C(C[C@@H]1CC[C@@H]2[C@H](COC[C@@H](O)CN2C(=O)c2ccccc2F)O1)NCc1ccc(Cl)c(Cl)c1	-18	-2.7	1&-1	21

Single records, as listed above. Order of screens: Pf Dd2 inh	GASC1 inh	C diff growth	T cruzi growth
Listed for `COc1ccc2c3c([nH]c2c1)[C@@H](CO)N(C(=O)NC(C)C)CC31CN(Cc2ccc(F)cc2)C1` : 8	x	15	x
Listed for `CCC(=O)Nc1ccc2c(c1)C(=O)N(C)C[C@H](OC)[C@@H](C)CN(C(=O)C1CCC1)[C@H](C)CO2` : 44	1.5	-2	-26
Listed for `CCCN(C)C[C@@H]1Oc2cc(C#CCN(C)C)ccc2S(=O)(=O)N([C@@H](C)CO)C[C@@H]1C` : u	3.6	8	12
Listed for `O=C(NCCc1ccncc1)[C@@H]1[C@@H](CO)[C@@H]2Cn3c(ccc(-c4ccccc4)c3=O)[C@@H]2N1C(=O)C1CC1` : x	-2.5	5	-53
Listed for `COc1ccc(NC(=O)Nc2cccc3c2O[C@H](CN(C)Cc2ccncc2)[C@H](C)CN([C@@H](C)CO)C3=O)cc1` : -10	0.1	0	x

Other entries:
SMILES	Pf Dd2 inh	GASC1 inh	C diff growth	T cruzi growth
C[C@H]1CCCCO[C@@H](CN(C)C)[C@@H](C)CN([C@@H](C)CO)C(=O)c2cc(NC(=O)Nc3ccccc3)ccc2O1	x	0.5	1	10
CC(C)(C)[S@@](=O)N1Cc2cc(C(=O)N[C@@H]3CCN(Cc4ccccc4)C3)nc(-c3cccc(-c4ccncc4)c3)c2[C@H]1CCO	-78	-3.5	1	x
C[C@@H]1CN([C@@H](C)CO)C(=O)Cc2cc(NS(C)(=O)=O)ccc2O[C@H]1CN(C)C(=O)NC1CCCCC1	7	0.9	-2	9
COCCNC(=O)C[C@@H]1CC[C@@H]2[C@H](COC[C@H](O)CN2Cc2ccc(Cl)c(Cl)c2)O1	2	1.1	1&-1	x
COc1ccc(-c2ccc3c(c2)[C@@H]2[C@@H](CCN2S(=O)(=O)c2ccccc2C)[C@@H](CO)N3)cc1	-9	-0.2	-3	76
CCCC#Cc1cnc2c(c1)C(=O)N([C@@H](C)CO)C[C@@H](C)[C@H](CN(C)C(=O)C1CCCCC1)O2	-61	1.2	-4	-11
C[C@@H]1CN([C@H](C)CO)C(=O)c2cc(NC(=O)Cn3cnnn3)ccc2O[C@H]1CN(C)Cc1ccc(C(=O)O)cc1	79	-1.2	x	-49
CCCN1C[C@H](C)[C@@H](OC)CN(C)C(=O)c2cc(NC(=O)c3ccccc3F)ccc2OC[C@H]1C	-43	0.1	x	2
CN1CCN(C(=O)C[C@@H]2CC[C@H]3[C@@H](COc4ccc(NC(=O)c5cscn5)cc4C(=O)N3C)O2)CC1	6	-0.4	3	-13
COCC(=O)N1CC(=O)N2[C@H](CO)[C@@H](c3ccc(-c4ccccc4C)cc3)[C@H]2C1	18	0.9	0	x
C[C@@H]1CN([C@@H](C)CO)C(=O)c2cccc(NC(=O)Nc3ccc(F)cc3)c2O[C@H]1CN(C)Cc1ccc(C(=O)O)cc1	23	0.2	-1	18
C[C@H]1CN([C@@H](C)CO)C(=O)c2cccc(NC(=O)Nc3ccc4c(c3)OCO4)c2O[C@H]1CN(C)C(=O)Nc1cccc2ccccc12	7	0.9	-1	37
C[C@H](CO)N1C[C@H](C)[C@H](CN(C)C(=O)C2CCCCC2)Oc2ncc(-c3cccnc3)cc2C1=O	25	0.2	1	-21
C/C=C/c1cnc2c(c1)C(=O)N([C@H](C)CO)C[C@H](C)[C@H](CN(C)C(=O)Nc1c(C)noc1C)O2	33	1.6	1	-2
CC(=O)N(C)C[C@@H]1Oc2ncc(C#C[C@@H](C)O)cc2C(=O)N([C@H](C)CO)C[C@@H]1C	18	0.6	-1	16
CCCC#Cc1ccc([C@@H]2[C@@H](CO)N(C(=O)C3CCCCC3)[C@H]2C#N)cc1	-34	-1.4	1	89
O=C(Nc1ccc2c(c1)OCO2)N[C@@H]1CC[C@H](CCNC(=O)C2CCCC2)O[C@@H]1CO	-8	1.7	-5	x

Molecules shown so far that have a cyano group:
SMILES	Pf Dd2 inh	GASC1 inh	C diff growth	T cruzi growth
CN(C)CC(=O)N1[C@@H](C#N)[C@H](c2ccccc2-c2ccc(C(=O)N(C)C)cc2)[C@@H]1CO	11	1.0	-3	x
CCCC#Cc1ccc([C@@H]2[C@@H](CO)N(C(=O)C3CCCCC3)[C@H]2C#N)cc1	-34	-1.4	1	89
